# PI4K2A inh: blocks human PI4K2A kinase activity; activity change, negative = inhibition, % at 76.9 µM; Q9BTU6; purified PI4K2A, ADP-Glo luminescence, 1 h; active compounds read low; 420,000 compounds, 0.13% hits; AID 1346378; in the data active = activity change below about -50%; inconclusive = mostly about -30% to -49%;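 note: -100% = wells without enzyme as full effect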
# Target sequence (Q9BTU6 whole entry, looked up): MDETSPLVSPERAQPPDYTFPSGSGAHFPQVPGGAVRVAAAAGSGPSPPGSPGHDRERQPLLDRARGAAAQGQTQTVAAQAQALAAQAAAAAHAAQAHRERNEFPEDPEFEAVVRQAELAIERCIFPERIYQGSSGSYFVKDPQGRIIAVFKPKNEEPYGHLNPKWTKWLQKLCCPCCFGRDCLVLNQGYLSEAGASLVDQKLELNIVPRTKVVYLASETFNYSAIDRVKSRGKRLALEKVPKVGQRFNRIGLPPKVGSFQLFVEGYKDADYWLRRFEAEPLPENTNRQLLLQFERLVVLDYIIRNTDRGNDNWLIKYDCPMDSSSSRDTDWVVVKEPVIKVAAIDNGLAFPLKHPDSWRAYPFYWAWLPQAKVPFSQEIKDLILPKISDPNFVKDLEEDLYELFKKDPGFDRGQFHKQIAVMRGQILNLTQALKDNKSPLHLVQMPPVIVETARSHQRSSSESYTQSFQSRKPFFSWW
#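 Compounds are screened against recombinant PI4K2A using PI as substrate and ATP, the latter dispensed at 300 microM. Reactions run one hour at ambient temperature before ADP-Glo detection; full inhibition defined by wells lacking enzyme.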
# BAZ2B inh: blocks human BAZ2B | 360,000 compounds, 4.4% hits | AID 504333 | AlphaScreen BAZ2B-H3K14Ac peptide displacement | Potency, µM (highest dose often 114 µM), for inactives: at the top dose activity change, negative = inhibition, usual class: inhibitors | Q9UIF8; note: potency is the fitted concentration of half-maximal effect; % is set by controls: 0 for no effect and ±100 for the full control effect; nearly all actives have a fitted effect of over 60% in size
#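 Compounds, titrated to a top concentration of 110 uM, were incubated 30 min at room temperature with preformed BAZ2B/acetyl-K14 H3 peptide complex (50 nM each). Proximity signal was measured by AlphaScreen after 20 min with beads.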
# HP1b chromo inh: blocks HP1-beta chromodomain binding to methylated histone tails. P83916. AlphaScreen HP1-beta / biotin-H3K9me3 peptide binding. Potency, µM (titrated, usually from 114 µM), for inactives: top-dose activity change, negative = inhibition, usual class: inhibitors. 390,000 compounds, 0.56% hits. AID 540317; note: potency is the fitted concentration of half-maximal effect; nearly all actives have a fitted effect of over 70% in size; inactives centre near 23
# Target sequence (P83916 whole entry, looked up): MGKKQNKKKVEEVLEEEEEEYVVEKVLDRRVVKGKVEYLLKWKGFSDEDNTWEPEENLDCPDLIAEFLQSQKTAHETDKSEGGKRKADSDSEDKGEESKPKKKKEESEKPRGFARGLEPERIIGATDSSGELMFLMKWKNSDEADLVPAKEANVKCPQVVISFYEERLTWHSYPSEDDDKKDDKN
#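 AlphaScreen: HP1-beta (50 nM) preformed 30 min with biotin-H3(1-18)K9me3 peptide (50 nM) in PBS pH 7.4, 0.01% Tween-20. Compound added for 30 min at RT, then streptavidin donor/nickel chelate acceptor beads (10 ug/mL) for 30 min.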
# JMJD2A Tudor: JMJD2A Tudor domain (human) inhibition. AID 504339. AlphaScreen JMJD2A-Tudor / H3K4me3 peptide binding. Potency, µM (highest dose often 114 µM), for the others: at the highest dose activity change, negative = inhibition, usual class: inhibitors. 390,000 compounds, 4.4% hits. O75164; note: potency is the fitted concentration of half-maximal effect; % is set by controls: 0 for no effect and ±100 for the full control effect; nearly all actives have a fitted effect of over 50% in size
# ERG Ets-DNA blk: blocks human ERG Ets domain binding to DNA; fluorescence polarization, His-ERG Ets domain / labelled DNA; Potency, µM (top dose mostly 76.9 µM), inactives show top-dose FP activity, negative = inhibition, hits mostly inhibitors; 370,000 compounds, 0.028% hits; AID 624246; active = well fitted inhibition curve with a large enough effect in the polarisation, with a control signal flat; inconclusive = small, poorly fitted or top-dose-only effect, or effect the other way, or a change in a side signal; inactive = no such curve, though single readings can be large or run the other way; the % refers to the polarisation;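 note: polarization taken with two DNA probes labelled with fluorescein and Texas red; potency is the fitted concentration of half-maximal effect; % of control where 0% means no effect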
#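 His-tagged ERG Ets domain (1 uM in the protein solution; 300mM KCl, 50mM Tris-HCl, 1mM EDTA, 1mM DTT, pH 7.5) received compound, then a probe mix of 5 nM fluorescein-DNA and 100nM Texas-615-DNA. Fluorescence polarization was read for both dyes.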
# G9a block: blocks human histone lysine methyltransferase G9a; Potency, µM (top dose mostly 102 µM), for inactives: at the top dose activity, negative = inhibition, most hits filed as inhibitors; 350,000 compounds, 8.8% hits; G9a H3K9 monomethylation, AlphaScreen, 2 h; note: potency is the fitted concentration of half-maximal effect; % is set by controls: 0 for no effect and ±100 for the full control effect; nearly all actives have a fitted effect of over 75% in size
#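 Quantitative HTS format: methyltransferase activity on a biotin-tagged H3K9 peptide is measured by AlphaScreen, using a rabbit anti-monomethyl-H3K9 antibody with streptavidin donor and anti-IgG acceptor beads. Final levels are 20 nM enzyme, 500 nM peptide, 20 uM SAM; 2 h RT.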
# 12-LOX inh: blocks human arachidonate 12S-lipoxygenase; 580,000 compounds, 1.1% hits; P18054; Potency, µM (doses to about 108 µM), inactives show at the top dose activity change, negative = inhibition, usual class: inhibitors; purified 12hLO, xylenol orange hydroperoxide absorbance; AID 1671190; note: potency is the fitted concentration of half-maximal effect; % is set by controls: 0 for no effect and ±100 for the full control effect
#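 Purified human 12hLO at 150 nM in 25 mM Hepes, 0.01% Triton X-100, pH 7.0, preincubated 15 min at room temperature with compound. Reaction started with 40 uM arachidonic acid, 30 min at room temperature. Hydroperoxide measured by Fe-xylenol orange, 573/405 nm absorbance ratio.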
# RGS4 inhibitor: inhibitors of human regulator of G protein signaling 4. P49798. Transcreener GDP fluorescence polarization, RGS4-accelerated GTP hydrolysis. Potency, µM (titrated, usually from 114 µM), for inactives: top-dose activity change, negative = inhibition, most hits filed as inhibitors. 390,000 compounds, 0.039% hits. AID 504845; note: potency is the fitted concentration of half-maximal effect; % is set by controls: 0 for no effect and ±100 for the full control effect; nearly all actives have a fitted effect of over 75% in size; some results filed as inactive show a strong effect at the top dose
# Target sequence (P49798 whole entry, looked up): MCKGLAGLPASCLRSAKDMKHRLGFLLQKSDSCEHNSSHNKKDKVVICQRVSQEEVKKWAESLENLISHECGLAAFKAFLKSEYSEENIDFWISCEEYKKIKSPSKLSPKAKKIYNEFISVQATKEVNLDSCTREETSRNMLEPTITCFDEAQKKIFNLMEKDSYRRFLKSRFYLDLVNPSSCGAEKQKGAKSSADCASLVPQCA
#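 MLSMR compounds (23 nl, pin-transferred) preincubated 10 min at room temperature with a 500nM (2x) first reagent, then RGS4 at 900nM (2x) plus Transcreener GDP mix added; fluorescence polarization (620/688 nm) read before and after 90 min at 30 °C.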
# GLS inhibitor: inhibitors of human glutaminase (GLS); O94925; GLS enzymatic activity, qHTS titration; Potency, µM (top dose mostly 45.5 µM), for the others: top-dose activity change, negative = inhibition, actives largely listed as inhibitors; 410,000 compounds, 0.21% hits; AID 624170; note: potency is the fitted concentration of half-maximal effect; % is set by controls: 0 for no effect and ±100 for the full control effect
#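 Read-out is an Amplex red fluorescence increase coupled through glutamate oxidase and HRP, measured before and after 30 min room-temperature incubation. hKGA is in 45 mM KH2PO4 (pH 8.2) with 0.02% Tween-20; glutamine added as 1mM solution.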
# Numbers without * were called inactive; u = inconclusive; x = no result given; [ ] = dose if it differs, or a comment. Unless noted, calls come from the whole dose curve; as a rule, active = well fitted curve in the direction sought with a large enough effect; inconclusive = small, poorly fitted or top-dose-only effect, or another doubt; inactive = no such curve, though single readings can be large; an effect the other way counts as inactive or inconclusive. This is a subset; rates above refer to the full screens.
SMILES,PI4K2A inh,BAZ2B inh,HP1b chromo inh,JMJD2A Tudor,ERG Ets-DNA blk,G9a block,12-LOX inh,RGS4 inhibitor,GLS inhibitor
COc1ccc([N+](=O)[O-])c(OC)c1C(=O)NC(=O)Nc1c(F)cc(F)cc1F,0,-1%,14%,-15%,-4%,42%,-1%,11%,-19%
COc1cc2c(cc1OC)CN(Cc1cc(=O)oc3c(C)c(C)ccc13)CC2,-9,-25%,22%,-30%,-5%,25µM*,u,-15%,-10%
Cc1nn2c(nc1=O)NNC2(C)C(C)(C)C (stereo not drawn),4,-22%,28%,-1%[11.4 µM],-8%,25%,19%,-5%[11.4 µM],3%
CCC(C)N(C(=O)COC(=O)CSc1ccc(C)c(C)c1)C1CCS(=O)(=O)C1 (stereo not drawn),2,6%,36%[activator],1%,2%,6%[12.7 µM],-4%,13%,0%
Fc1cccc(Cl)c1CNC(c1ccccc1)c1ccccc1,-3,195%[activator],202%[activator],115%[activator],x,23%[59 µM],-22%[57.4 µM],24%,17%
Cc1cc(-c2onc(C)c2C(=O)N/N=C/c2ccccc2)no1,4,2%,50%[activator],3%,-6%,x,29%,-17%,-6%
COc1ccc(OC)c2[nH]c(=O)c(CCNC(=O)c3ccc4c(c3)OCO4)cc12,1,x,20%,-25%,0%,u,1%,-23%,3%
COc1ccc(-c2cn3nc(N4CCC(C(=O)Nc5ccc(Cl)cc5C)CC4)sc3n2)cc1,-9,-1%,18%,-17%,-3%,u,-6%,1%,3%
COc1ccccc1-n1cnnc1SCC(=O)NC1CCCCC1,9,12%,19%,-12%,1%,-5%[2.33 µM],36%[activator],3%,1%
Cc1cccc(OCCCC(=O)Nc2ccc(S(=O)(=O)N3CCCC3)cc2)c1,6,u,30%,-9%,-1%,12%,0%,26%,11%
CC(=O)c1ccc(N2CCN(C(=O)CN3C(=O)NC4(CCCCC4)C3=O)CC2)c(F)c1,-1,12%,37%,-2%,-9%,18%[59 µM],345%[activator],5%,-7%
CN1C(=S)SC(/[N+]([O-])=C/c2cccnc2)C1(C)C (stereo not drawn),1,-19%,18%,1%,1%,3%[59 µM],0%,-11%,13%
Cc1ccc(Cn2c(SCC(C)C)nc3c2c(=O)[nH]c(=O)n3C)cc1,0,2%,u,-25%,9%,u,u,u,-11%
O=C(Nc1ccccc1C(=O)N1CCCCCC1)c1ccc(Cl)cc1,0,-5%,38%[activator],0%,2%,7%[59 µM],u,-3%,0%
C[C@H](NC(=O)c1ccccc1)C(=O)N1CCN(Cc2ccc3c(c2)OCO3)CC1,-1,x,34%,-16%,7%,x,6%,9%,-1%
CC(C)CC(NC(=O)C(NC(=O)OC(C)(C)C)C(C)C)C(=O)NC(CCC(=O)OCc1ccccc1)C(N)=O (stereo not drawn),3,38%[activator],38%,-11%[57.1 µM],-5%,-2%[59 µM],0%,23%,12%
Cc1cc(C)c(OCC(=O)OCC(=O)NCCC2=CCCCC2)c(C)c1,4,-15%,28%,27%,7%,4%,-2%,-33%,1%
CCOC(=O)CN1C(=O)S/C(=C/c2ccc(OCc3ccc(C(=O)O)cc3)cc2)C1=O,-20,50µM*,59%[activator],u,6%,14%[2.33 µM],0%,-37%[56.9 µM],14%
CCN(CC)CCCN(Cc1cc2cc3c(cc2[nH]c1=O)OCO3)C(=S)NC,1,-5%,48%[activator],-9%,-7%,12%,2%,-9%,3%
CC(=O)Nc1ccc2c(c1)Cc1ccc(Cl)cc1-2,2,x,33%,1%,15%,x,u,-14%,3%
Cc1cccc(NC(=O)C2CCN(C(=O)NCc3ccccc3)CC2)c1C,9,-18%,-21%,-21%,2%,8%,-9%,1%,-17%
Cc1ccc(Cl)cc1N1CCN(C(=O)C2CCN(S(=O)(=O)c3cccnc3)CC2)CC1,-2,-7%,61%[activator],10%[11.4 µM],5%,-1%[59 µM],95%[activator],-1%[11.4 µM],-22%
COc1cc(C(=O)NNC(=O)Cc2cccs2)cc(OC)c1OC,4,x,58%[activator],-8%,0%,x,9%,1%,4%
CCc1nc(SCC(=O)N2CCOCC2)c2c(=O)n(C)c(=O)n(C)c2n1,-4,2%,21%,-15%,-7%,u,21%,2%,19%
COC(=O)c1sccc1Oc1c(Cl)cccc1[N+](=O)[O-],1,-34%,-1%,-23%,33%[activator],u,-2%,12%,-3%
SMILES,PI4K2A inh,BAZ2B inh,HP1b chromo inh,JMJD2A Tudor,ERG Ets-DNA blk,G9a block,12-LOX inh,RGS4 inhibitor,GLS inhibitor
CC12COC3(C(=O)Nc4ccc([N+](=O)[O-])cc4)CC1CCC32C (stereo not drawn),-7,13%,6%,-9%,1%,5%[59 µM],5%,6%,51%[activator]
c1ccc(N2CCN(c3ccc4nncn4n3)CC2)nc1,-6,0%,11%,-8%,-6%,-33%[59 µM],u,8%,-10%
CCOc1ccc(CCNC(=O)C(CC(C)C)N2Cc3ccccc3C2=O)cc1OCC (stereo not drawn),-2,0%,28%,0%,7%,2%[59 µM],3%,14%,3%
COc1ccccc1Nc1nc(N)nc(CSC(=S)N2CCOCC2)n1,4,-24%,44%[activator],-8%,4%,-10%,-12%,-27%,-9%
CCN1CCN(c2cc(C)c3cc(NC(=S)N4CCN(c5ccc(F)cc5)CC4)ccc3n2)CC1,2,-33%,14%,-17%,-8%,u,-1%,-37%,0%
CCN(CC)c1ccc(C2C(C(=O)OC)=C(C)NC(C)=C2C(=O)OC)cc1,-4,-34%,11%,2%,0%,u,0%,8%,21%
Cc1ccc(NS(=O)(=O)c2cc([N+](=O)[O-])ccc2NNC(=S)Nc2cc(C)ccc2C)c(C)c1,-18,32µM*,u,40µM*,0%,2.5µM*,25µM*,u,36%
O=C(CCC(=O)N(Cc1ccco1)C(C(=O)NC1CCCC1)c1ccncc1)Nc1cccnc1 (stereo not drawn),-1,0%,16%,3%,1%,-16%[59 µM],0%,18%,1%
O=C(OC(C(=O)NCc1ccco1)c1ccc(Cl)cc1)c1cccs1 (stereo not drawn),2,-21%,26%,0%,11%,23%[12.7 µM],u,-35%,-8%
COc1cccc(CNC(=O)CN(C)S(=O)(=O)c2ccc3c(c2)n(C)c(=O)c(=O)n3C)c1,-3,0%,20%,-15%,5%,18%,2%,18%,-1%
Fc1ccc2[nH]c(-c3cccs3)cc2c1,3,-5%,12%,-10%,1%,5%[59 µM],2%,-16%,10%
CC(C)CCOc1ccc(C(=O)N2CCCC2C(=O)O)cc1 (stereo not drawn),3,1%,44%[activator],-16%,2%,8%,-1%,20%,4%
O=C1NN=COc2ccccc21,1,56µM*,28%,-15%,3%,-5%[12.7 µM],-21%,15%,10%
COc1ccc(OC)c(NC(=O)CCN2C(=O)c3cccc([N+](=O)[O-])c3C2=O)c1,-1,8%,27%,-1%,18%,x,4%,-5%,1%
O=C(NCCCN1CCN(c2cccc(Cl)c2)CC1)c1sc2ncccc2c1-n1cccc1,-1,35µM*,-21%[57 µM],32µM*,-3%,-45%[59 µM],-4%,4%,-23%
O=C(NC(CSC(=O)c1ccccc1)C(=O)O)OCc1ccccc1 (stereo not drawn),8,x,25%,-17%,x,x,-29%,u,11%
COc1ccc(C)cc1-n1nnnc1SCC1CCCCO1 (stereo not drawn),4,13%,52%[activator],12%,-14%,-3%[59 µM],-9%,-35%,-1%
CCOC(=O)c1nnn(-c2nonc2-n2cccc2)c1CN1CCC(C)CC1,3,5%[57.1 µM],64%[activator],9%,-6%,-5%[12.7 µM],21%,-1%,0%
CCCCCSc1nc(N2CCOCC2)c2c(c1C#N)CC(C)(C)OC2,5,14%,109%[activator],15%[11.4 µM],-4%,6%[59 µM],0%,2%[11.4 µM],-8%
CCOC(=O)c1sc2ncn(CC(=O)Nc3ccc(N(C)C)cc3)c(=O)c2c1C,-5,0%,24%,-2%,-20%,u,u,3%,-16%
O=C(CSc1ccc(-c2cccc([N+](=O)[O-])c2)nn1)N1CCCCC1,1,-23%,22%,-25%,10%,u,-4%,18%,0%
CCOC(=O)c1cc(-c2ccccc2)n(CCC(=O)NCCc2ccc(OC)c(OC)c2)c1C,4,u,-9%,u,-5%,u,-16%,-12%,3%
Cc1ccc(S(=O)(=O)NCCN2CCOCC2)c(C)c1,0,-8%,35%,1%,3%,-27%[2.33 µM],x,7%,-6%
O=C(CSc1nnc(CNC(=O)c2ccco2)o1)Nc1ccc(F)cc1F,2,-18%,39%[activator],-7%,11%,13%,-1%,-4%,-5%
CCCCN(C)C(=O)CSc1nc(NCc2ccc(OC)cc2)c2ccccc2n1,4,-5%,33%,-6%,-2%,u,-2%,-15%,-1%
CC1(C)CC(=O)C2=C(C1)N(c1ccccc1C#N)C(N)=C(C#N)C2c1cccs1 (stereo not drawn),11,56µM*,-5%,u,-1%,40µM*,u,-20%,12%
Cc1ccc(-n2nnc3c(=O)n(Cc4ccccn4)cnc32)cc1C,2,-22%,33%,9%,-4%,2%,22%,-12%,1%
CCOCCCn1c(=S)[nH]c2cc(C(=O)N3CCN(c4ccccc4)CC3)ccc2c1=O,-2,-9%,52%[activator],-7%,7%,25%,7%,9%,-3%

# Assay outcomes from PubChem BioAssay.
